Screening results from PubChem BioAssay.
HePTP inh – human HePTP phosphatase inhibition; P35236; recombinant HePTP phosphatase activity, OD absorbance; inhibition, % at 20 µM; 110,000 tested, 0.64% active; AID 521; in the data active = inhibition above about 50%;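 also: plate controls were vehicle for no effect and reference inhibitor for full effect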
Target sequence (P35236 whole entry, looked up): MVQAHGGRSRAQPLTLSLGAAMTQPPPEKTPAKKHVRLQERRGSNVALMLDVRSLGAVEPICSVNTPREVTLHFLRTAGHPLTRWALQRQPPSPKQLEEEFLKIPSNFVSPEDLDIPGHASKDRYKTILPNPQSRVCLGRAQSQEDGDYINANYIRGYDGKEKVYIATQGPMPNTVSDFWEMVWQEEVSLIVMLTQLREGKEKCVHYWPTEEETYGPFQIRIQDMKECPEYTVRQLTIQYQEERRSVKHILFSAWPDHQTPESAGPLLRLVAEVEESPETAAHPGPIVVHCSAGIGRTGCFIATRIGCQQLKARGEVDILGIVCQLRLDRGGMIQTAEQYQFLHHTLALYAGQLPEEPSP
BAP1 inh – blocks human BAP1 ubiquitin-AMC hydrolysis. activity remaining (% of control), % at 20 µM. 72,000 tested, 0.48% active. Q92560. recombinant BAP1, Ub-AMC hydrolysis fluorescence kinetic; hits give low values;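 active = activity remaining at or below 50% of control, provided the compound also passes the data quality filters; inactive = the rest, including low values that fail the filters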;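 also: 100% = DMSO wells rate and 0% = substrate alone blank rate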
Target sequence (Q92560 whole entry, looked up): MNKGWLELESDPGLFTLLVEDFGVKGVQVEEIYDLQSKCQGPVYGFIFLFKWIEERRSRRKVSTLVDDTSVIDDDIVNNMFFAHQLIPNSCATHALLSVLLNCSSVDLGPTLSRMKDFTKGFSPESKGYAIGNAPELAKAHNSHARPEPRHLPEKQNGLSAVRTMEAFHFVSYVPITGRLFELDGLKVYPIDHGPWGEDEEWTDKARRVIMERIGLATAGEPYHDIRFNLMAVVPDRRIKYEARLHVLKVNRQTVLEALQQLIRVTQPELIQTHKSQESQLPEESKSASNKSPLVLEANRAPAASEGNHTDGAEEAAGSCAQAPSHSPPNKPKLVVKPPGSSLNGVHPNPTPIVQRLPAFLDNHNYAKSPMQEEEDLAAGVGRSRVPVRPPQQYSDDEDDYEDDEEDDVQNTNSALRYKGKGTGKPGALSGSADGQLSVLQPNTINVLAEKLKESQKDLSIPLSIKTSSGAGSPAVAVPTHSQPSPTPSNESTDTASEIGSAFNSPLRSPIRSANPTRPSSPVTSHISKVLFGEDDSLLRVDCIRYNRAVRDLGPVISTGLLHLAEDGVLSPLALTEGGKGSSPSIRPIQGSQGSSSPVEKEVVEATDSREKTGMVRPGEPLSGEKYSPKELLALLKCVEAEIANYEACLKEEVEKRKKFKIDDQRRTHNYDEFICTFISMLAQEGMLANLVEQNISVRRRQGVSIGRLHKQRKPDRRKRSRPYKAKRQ
An asterisk follows results filed as active; / = no result given; & = joins results of further samples. Compounds were not picked by outcome (roughly 0.83% active in at least one column).

| Compound | HePTP inh | BAP1 inh |
| --- | --- | --- |
| O=C(Nc1ccncc1)c1ccc(NC(=O)c2ccco2)cc1 | 12 | / |
| CCOC(=O)Cn1nnnc1CN(Cc1ccc(OC)cc1)Cc1cc2cc(CC)ccc2[nH]c1=O | 6 | 39* |
| CC1Cc2nc(SCC(=O)N3CCOCC3)n(-c3ccccc3)c(=O)c2S1 (centres undefined) | -8 | 102 |
| NS(=O)(=O)c1ccc(NC(=O)CSC2=NC(=O)C(c3ccccc3)C(=O)N2)cc1 (centres undefined) | 3 | 88&153 |
| O=C1C(=O)N(CCN2CCOCC2)C(c2ccccn2)/C1=C(/O)c1ccccc1 (centres undefined) | -4 | 77 |
| CCC(C)(C)n1c(=O)[nH]c2c(c1=O)CCC2 | 4 | 97 |
| CCCCCOC(=O)Cn1c(=O)oc2ccccc21 | 2 | 86 |
| COc1ccc(C(=O)c2ccc(Cl)cc2)c2ccccc12 | 7 | / |
| CC1=C(C(=O)OCC(C)C)C(c2ccc([N+](=O)[O-])cc2)NC(=O)N1 (centres undefined) | 4 | / |
| O=C(CSc1n[nH]c(-c2ccc(S(=O)(=O)N3CCCCC3)cc2)n1)Nc1nccs1 | 8 | 100 |
| COc1ccc(C2Nc3ccccc3C(=O)N2Cc2ccccc2)cc1Cn1nc(C)c([N+](=O)[O-])c1C (centres undefined) | 1 | / |
| CCOCC(=O)Nc1cc(OC)c(Cl)cc1OC | -6 | 66 |
| O=C(CN1C(=O)C2(OCCO2)c2ccccc21)c1ccc(Br)cc1 | 8 | 106 |
| CN(C)CCC(=O)c1ccc(O)cc1 | 0 | / |
| COc1ccc(NC2CC(=O)N(c3cccc(C)c3)C2=O)cc1 (centres undefined) | -2 | 129 |
| Clc1ccc2nc(N=Cc3ccc(Br)cc3)sc2c1 | / | 88 |
| CCCCCC(=C/c1ccccc1)/C=N/NC(N)=O | -10 | / |
| O=C1CSC(c2cn(-c3ccccc3)nc2-c2ccccc2)N1Cc1ccc(Cl)cc1 (centres undefined) | 74* | / |
| COc1ccc(O)c(-c2cc(-c3ccc(Br)cc3)n[nH]2)c1 | 3 | / |
| O=C(O)C1Nc2c(C(=O)N3CCCC3)cccc2C2C=CCC12 (centres undefined) | 94* | / |
| CCCCN(Cc1cc2cc(OC)ccc2[nH]c1=O)C(=O)c1ccccn1 | 1 | / |
| CCN(CC(=O)NCc1cccs1)c1ccc(S(=O)(=O)N2CCOCC2)cn1 | 2 | 108 |
| Cc1nn2c(C(F)(F)F)cc(-c3ccc(Cl)cc3)nc2c1C(=O)NCc1ccco1 | 1 | / |
| O=C(Nc1ccc(Cl)cn1)c1ccc(OCc2ccccc2)cc1 | 11 | / |
| O=C(c1ccc2nc3c4ccccc4c4ccccc4c3nc2c1)N1CCOCC1 | 5 | / |
| COc1ccc(-n2nc3c(c2NC(=O)CC(C)C)CSC3)cc1 | / | 99 |
| O=C(Nc1ccc(-c2nc3ccccc3s2)c(O)c1)c1ccc(Cl)cc1Cl | 2 | / |
| COc1cccc(OCC(=O)NC2CCCCC2)c1 | 4 | 103 |
| CCOc1cc2[nH]c(=O)n(CCC(=O)N3CCN(c4ccccc4OC)CC3)c(=O)c2cc1OCC | 5 | 107 |
| CCN(CCCNC(=O)CN(C)S(=O)(=O)c1ccc2c(c1)CCC(=O)N2)c1cccc(C)c1 | / | 130 |
| CC1(C)Oc2ccc(C(=O)NC3CCCC3)cc2N(CC(=O)NC2CCCC2)C1=O | -11 | 99 |
| c1ccc(CCn2nnnc2CN2CCc3ccccc32)cc1 | 14 | 91 |
| CCOc1ccccc1N(C(=O)c1ccco1)C(C(=O)NC1CCCC1)c1cccnc1 (centres undefined) | 11 | 86 |
| COc1ccc(OC)c(S(=O)(=O)n2nnc3ccccc32)c1 | 2&-7 | 104 |
| CCN(CC)CC(=O)c1ccc(-c2ccccc2)cc1 | 2&-14 | 84 |
| Cc1cc(C(C)(C)C)nc2[nH]n(-c3ccccc3)c(=O)c12 | -20 | / |
| COc1ccc(S(=O)(=O)Cc2ccc(C(=O)N3CCN(c4ncccn4)CC3)o2)cc1 | 8 | 97 |
| O=C(CCCCn1c(=O)[nH]c2ccccc2c1=O)NCCC1=CCCCC1 | -8 | 84 |
| COc1c(S(=O)(=O)N2CCCC2)ccc(Cl)c1Cl | 7 | 180 |
| Cc1ccc2nsnc2c1S(=O)(=O)N1CCCC1 | 1 | 95 |
| CCc1nc(N)c(C#N)c(-c2cccn2C)c1C | / | 88 |
| Cc1c(C(=O)NCCCN2CCCC2=O)oc2ccc(S(=O)(=O)N3CCOCC3)cc12 | 1 | / |
| COc1ccc(/C=C(\C#N)C(=O)NCC2CCCO2)cc1 (centres undefined) | 2 | / |
| COC(=O)C1=C(C(=O)OC)SC(=C2C(=S)C(C)(C)N(C(=O)C(F)(F)F)c3cc(C)ccc32)S1 | -4 | / |
| CCOC(=O)C1=C2N(C)c3ccccc3N2CCC1=O | 2 | 104 |
| CC(C)Cn1c(SCc2nnc(-c3cccs3)o2)nc(O)cc1=O | 9 | 120 |
| O=C(Nc1ccc(Cl)c([N+](=O)[O-])c1)C1CC(=O)N(c2ccc(F)cc2)C1 (centres undefined) | / | 156 |
| CC(C)CN(CC(C)C)S(=O)(=O)c1ccc(C(=O)Nc2nc3c(s2)CCCC3)cc1 | / | 101 |
| O=C(CSc1nc2nc(-c3cccs3)cc(C(F)(F)F)c2c(=O)[nH]1)NCc1ccco1 | 12 | / |
| CC12CC(NC(=O)N1c1cccc(C(=O)N3CCN(c4ccccc4)CC3)c1)c1ccccc1O2 (centres undefined) | 9 | 105 |
| C=CCON1C(=O)C(=O)N(OCC=C)C2CCCCC21 (centres undefined) | -2 | / |
| Cc1cc(C)cc(CC(C(=O)Nc2cccc(C(F)(F)F)c2)C(C)C(=O)O)c1 (centres undefined) | / | 75 |
| O=C(c1ccccc1Br)N1CCN(c2ccc([N+](=O)[O-])cc2Cl)CC1 | 6 | / |
| CCn1c(CCNC(=O)c2cccs2)nnc1SCC(=O)c1ccc(OC)cc1 | -2 | 128 |
| CCN1CCN(C(=O)CCN2C(=O)COc3ccc(C)cc32)CC1 | -8 | 92 |
| Cc1c(NC(=O)c2ccccc2[N+](=O)[O-])cccc1-c1nc2cc(Cl)ccc2o1 | 1 | / |
| CCOC(=O)/C=C1\NC(C)(C)Cc2cc(OC)c(OC)cc21 | 1 | / |
| CCOC(=O)c1ccc(NC(=O)C(Cl)(Cl)Cl)cc1 | 0 | / |
| COc1nc(N2CCOCC2)nc(-n2cccc2)n1 | -2 | 108 |
| Cc1ccc(C(=O)N/C(=C\c2cccc([N+](=O)[O-])c2)C(=O)N2CCCCC2)cc1 | 2 | / |

Continued:
| Compound | HePTP inh | BAP1 inh |
| --- | --- | --- |
| CCOC(=O)CCc1c(C)nc2cc(-c3ccc(I)cc3)[nH]n2c1=O | 2 | / |
| CC(=O)Oc1ccc2c(=O)c(-c3nc4ccccc4[nH]3)c(C)oc2c1 | 1 | / |
| Cc1ccc2c(c1)NC(c1ccc(C)o1)C1=C(CC(C)(C)CC1=O)N2 (centres undefined) | -5 | / |
| COc1cc(C(=O)N2CCN(C(=O)C(Cc3cc(C)ccc3C)NC(C)=O)CC2)cc(OC)c1OC (centres undefined) | 3 | / |
| CN1CCN(C(=O)CCC(=O)c2ccc(F)cc2)CC1 | 11 | 84 |
| Nc1nc(F)cc(Oc2ccc(F)cc2)n1 | / | 100 |
| Cc1cc(C)c(C(=O)/C(=C/c2ccccc2)c2ccccc2)c(=O)[nH]1 | -23 | / |
| CCSC1=C(C#N)C2(CCCCC2)C(C#N)=C(N)N1 | 7 | 138 |
| O=C(Cc1ccccc1)Nc1ccc2c(c1)oc1ccccc12 | -2 | / |
| CN(C)c1ccnc2sc(C(=O)c3ccccc3)c(N)c12 | -6 | / |
| CCOCCCNC(=O)NC12CC3CC(CC(C3)C1)C2 | 4 | 103 |
| CCOc1ccc(NC(=NS(=O)(=O)c2ccc(Cl)cc2)c2ccccc2)cc1 | / | 147 |
| COCCn1c(SCC(=O)Nc2cccc(C(=O)OC)c2)nc2ccccc2c1=O | -7 | 95 |
| CC1(C)S[C@@H]2[C@H](NC(=O)[C@H](N)c3ccccc3)C(=O)N2[C@H]1C(=O)O | 2 | 65 |
| COc1ccc(C(=O)Nc2cc(C(=O)O)cc(C(=O)O)c2)cc1 | -17 | / |
| COC(=O)CNC(c1ccccc1)c1cc(Br)ccc1NC(=O)CCCNC(=O)OCc1ccccc1 (centres undefined) | 12 | / |
| O=C(Nc1cc(N2CCOCC2)ncn1)NC1(C(F)(F)F)Oc2ccc(Cl)cc2O1 (centres undefined) | 11 | 76 |
| Cc1ccc2c(c1)c(C)c(C)n2CC(O)Cn1nc(C)cc1C (centres undefined) | 6 | / |
| COc1ccc(S(=O)(=O)Nc2ccc(O)c3ccccc23)cc1 | 9 | 115 |
| C/C(=N\Nc1nc(C)cc(-c2ccccc2)n1)c1ccccc1 | 10 | / |
| O=C(Nc1cccnc1)c1ccc(COCC(F)(F)F)cc1 | 6 | 99 |
| Cc1ccc(C)c(S(=O)(=O)NCc2ccc(C(=O)N3CCN(C)CC3)cc2)c1 | 3 | 86 |
| CCc1cccc(C)c1NC(=O)COc1ccc(C)c(C)c1 | 4 | / |
| Cc1nonc1NC1(O)C(=O)c2ccccc2C1=O | 2 | / |
| CCn1cc(C(=O)NN)c(=O)c2cc(F)c(N3CCCCCC3)cc21 | -2 | / |
| COC(=O)c1ccc(C)c(N(CCO)CCO)c1 | 27 | 101 |
| CC1=CC(C)C(/C=N/n2cnnc2)C(C)C1 (centres undefined) | 3 | 115 |
| CC1=C(C(=O)OCCc2ccccc2)C(c2ccccc2F)CC(=O)N1 (centres undefined) | 4 | / |
| COc1ccc2[nH]cc(C(=O)CN3CCN(C4CCCCC4)CC3)c2c1 | 8 | 113 |
| CN(Cc1ccccc1)C1CC(=O)N(c2cc(Cl)cc(Cl)c2)C1=O (centres undefined) | 7 | / |
| COC(=O)c1c(-c2ccc(Br)cc2)csc1NC(=O)CCCC(=O)O | 9 | / |
| CCOc1ccccc1N1CC(O)=C(c2nc3ccccc3s2)C1=N | 4 | 54 |
| COc1ccc(N(CC(=O)Nc2ccc(C(C)C)cc2)S(C)(=O)=O)c(OC)c1 | -2 | / |
| Cc1nn(CCC(=O)O)c2nc(-c3cccnc3)cc(C(F)(F)F)c12 | -11 | / |
| Cc1cc(C)n2nc(SCN3C(=O)c4ccccc4C3=O)nc2n1 | -8 | 96 |
| CCOC(=O)c1ccc2c(c1)nc(SCC(=O)c1ccco1)n2CC | 12 | 110 |
| CCOC(=O)CSc1nc2cc(C)ccc2cc1C#N | -3 | 116 |
| COc1ccc(NCc2ccc3c(c2)OCO3)cc1Cl | 5 | 100 |
| CN(C)c1oc(-c2ccccc2Cl)nc1S(=O)(=O)c1ccccc1 | -5 | 81 |
| CNC(=O)c1[nH]cnc1C(=O)Nc1cccc(OC)c1 | -2 | 71 |

Of the compounds above, 4 have a cyano group:
| Compound | HePTP inh | BAP1 inh |
| --- | --- | --- |
| CCc1nc(N)c(C#N)c(-c2cccn2C)c1C | / | 88 |
| COc1ccc(/C=C(\C#N)C(=O)NCC2CCCO2)cc1 (centres undefined) | 2 | / |
| CCSC1=C(C#N)C2(CCCCC2)C(C#N)=C(N)N1 | 7 | 138 |
| CCOC(=O)CSc1nc2cc(C)ccc2cc1C#N | -3 | 116 |

The results go on.
| Compound | HePTP inh | BAP1 inh |
| --- | --- | --- |
| c1cc(Nc2ncnc3sccc23)cc(-c2nnc3n2CCCCC3)c1 | -6 | 92 |
| CC(C)(C)NC(=O)CSc1nnc(-c2ccccn2)n1-c1ccccc1 | 0 | 87 |
| Cc1ccc(Cn2ncc3c(N4CCN(c5ccc(C)cc5)CC4)ncnc32)cc1 | 7 | 98 |
| CCC1(C)NC(=S)N2N1C(=S)NC2(C)CC (centres undefined) | 0 | / |
| CCOC(=O)/C(C#N)=C1/C=C(C)NC(c2ccccc2O)=N1 | -12 | 96 |
| COc1ccc(C(=O)Nc2ccccc2CO)cc1OC | -24 | / |
| O=S(=O)(/C=C/c1ccccc1)NCCc1ccccn1 | 2 | 102 |
| Fc1cccc(Cl)c1-c1nnc2ccc(C(F)(F)F)cn12 | 1 | / |
| COc1cccc(NC(=O)/C(NC(=O)c2ccccc2)=C2\c3ccccc3-c3ccc([N+](=O)[O-])cc32)c1 | -4 | / |
| O=C(O)c1cc(NC(=O)c2cccc(C(=O)Nc3cc(C(=O)O)cc(C(=O)O)c3)c2)cc(C(=O)O)c1 | -4 | / |
| CS(=O)(=O)N(CC(=O)N1CCOCC1)c1ccc2c(c1)OCO2 | -1 | 104 |
| COc1ccc(C(NC(=O)C(c2ccccc2)c2ccccc2)NC(=O)C(c2ccccc2)c2ccccc2)cc1 | 0 | / |
| C=CCNC(=O)C1C(C=C(Cl)Cl)C1(C)C (centres undefined) | / | 203 |
| Cc1ccc(N2CCN(c3cc(C)nc4nc(C)nn34)CC2)c(C)c1 | -3 | 93 |
| CC(=O)Nc1ccccc1NC(=O)c1cccc(Br)c1 | -18 | / |
| Cc1ccc(C)c(C(=O)CSc2ncn[nH]2)c1 | 13 | / |
| CCCCC(=O)Nc1ccc(N2CCN(C(=O)CC)CC2)cc1 | 7 | 54 |
| CC(C)n1nc(C(=O)Nc2nc3ccc(S(C)(=O)=O)cc3s2)c2ccccc2c1=O | 3 | / |
| COc1ccc(N)cc1-n1c(C)ccc1C | 1 | 103 |
| Cn1nnnc1SCC(=O)N1c2ccccc2Sc2ccccc21 | 5 | 119 |
| O=c1c2[nH]c3ccccc3c2ncn1CCN1CCNCC1 | 3 | 105 |
| O=C(O)CCC(=O)OCC1CCCO1 (centres undefined) | 4 | 101 |

Compound profiles (already shown):
Cc1ccc(N2CCN(c3cc(C)nc4nc(C)nn34)CC2)c(C)c1 is listed with HePTP inh: -3; BAP1 inh: 93
CCC1(C)NC(=S)N2N1C(=S)NC2(C)CC (centres undefined) is listed with HePTP inh: 0; BAP1 inh: /
